Assay outcomes deposited in PubChem by several laboratories.
CAL PDZ FP-1: CAL PDZ (human) peptide binding inhibition | AID 602252 | inhibition, % at 24.9 µM | actives 0.92% (n = 300,000) | purified CAL PDZ, TMR-peptide fluorescence polarization, 1 h | Q9HD26;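 active means mean inhibition of at least 30% with at least half of replicates also reaching 30%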;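 further: 0% = DMSO neutral control and 100% = excess unlabeled competitor peptide PRC23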
Tat transport: E. coli Tat transport inhibition. E. coli MC4100 TorA-mCherry Tat export, fluorescence. inhibition, % at 10 µM. actives 0.036% (n = 340,000);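 active means mean replicate inhibition at least 50% and at least half of replicates individually reaching 50%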;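 further: exported cargo escapes ClpAP degradation while cytoplasmic cargo is degraded and loses fluorescence; 0% = median of neutral control wells and 100% = median of NaSCN control wells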
SR-BI HDL uptake: mouse SR-BI HDL lipid transfer inhibition; Q61009; ldlA[mSR-BI] CHO cells, DiI-HDL uptake fluorescence, 3 h; inhibition, % at 12.5 µM; actives 0.96% (n = 320,000); AID 488896;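 active means mean replicate inhibition of at least 70% and a set share of replicates each scoring 70 or more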;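 further: 0% = median of neutral control wells and 100% = median of positive control wells; values of inactives mirror those of a sister screen read the other way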
Target sequence (Q61009 whole entry, looked up): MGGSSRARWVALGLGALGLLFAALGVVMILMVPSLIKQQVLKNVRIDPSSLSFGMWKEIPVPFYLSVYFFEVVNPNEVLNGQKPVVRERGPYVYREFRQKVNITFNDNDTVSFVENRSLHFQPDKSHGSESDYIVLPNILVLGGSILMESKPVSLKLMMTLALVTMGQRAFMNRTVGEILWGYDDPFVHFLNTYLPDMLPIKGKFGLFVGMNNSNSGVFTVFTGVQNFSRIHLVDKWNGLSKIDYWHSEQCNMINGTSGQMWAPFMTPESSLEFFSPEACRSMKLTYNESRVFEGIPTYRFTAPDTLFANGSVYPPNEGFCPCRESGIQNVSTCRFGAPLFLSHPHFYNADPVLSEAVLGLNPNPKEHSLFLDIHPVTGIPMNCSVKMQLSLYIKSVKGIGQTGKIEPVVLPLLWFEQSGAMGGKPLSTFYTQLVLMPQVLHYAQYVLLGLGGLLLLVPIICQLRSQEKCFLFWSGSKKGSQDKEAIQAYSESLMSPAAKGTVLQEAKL
SR-BI DiI-HDL act: enhances SR-BI lipid uptake from DiI-HDL. activation, % at 12.5 µM. CHO ldlA[mSR-BI] cells, DiI-HDL uptake fluorescence, 3 h; 100 = double the neutral-control signal. AID 504775. actives 0.096% (n = 320,000);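 active means mean replicate activation of at least 60% and every replicate at or above 60%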;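 further: 0% = median plate neutral-control signal and 100% = twice that signal; values of inactives mirror those of a sister screen read the other way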
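Test system: SR-BI-overexpressing, LDLR-lacking CHO cells. Measured by: DiI fluorescence, bottom read. Medium: Ham's F12 with 0.5% BSA, HEPES 25 mM, pH 7.4. Timing: 3 h uptake period with compound, 37 °C.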
MITF act: activators of MITF-driven TRPM1 promoter activity in SK-MEL-5 cells; activation, % at 12.5 µM; SK-MEL-5 TRPM1-promoter luciferase, 24 h; % of positive control, neutral wells = 0; AID 588334; actives 0.75% (n = 300,000);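 active means mean activation of at least 80% with every replicate also reaching 80%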;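 further: 0% = neutral control wells and 100% = parthenolide positive control wells; values of inactives mirror those of a sister screen read the other way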
phage Ecoli inh: E. coli growth loss with phage present; actives 0.26% (n = 360,000); inhibition, % at 11.9 µM; AID 651602; growth absorbance; in the data active means inhibition above about 11%
AddAB inh: less growth of phage-infected E. coli with AddAB | AID 435030 | actives 0.29% (n = 330,000) | inhibition, % at 11.9 µM | E. coli expressing H. pylori AddAB, absorbance growth; in the data active means inhibition above about 12%;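 further: 0% = vehicle wells of infected cells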
Ecoli viability: bacterial growth inhibition, counter-screen for AddAB inhibitors; inhibition, % at 11.9 µM; actives 0.27% (n = 330,000); AID 449728; E. coli V3065 growth, OD600 absorbance, 18 h;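 active means inhibition above the campaign's mean inhibition across all tested compounds plus 3 SD, cut at about 9.9% in these data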;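 further: uninfected addAB+ strain grown without phage in ampicillin broth; 0% = DMSO wells and 100% = ciprofloxacin 0.95 µg/ml wells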
Wnt bcat act: Wnt/beta-catenin pathway activation; activation, % at 9.35 µM; AID 743398; actives 1.2% (n = 300,000); Wnt/beta-catenin reporter cell assay, activator, plate reader; in the data active means activation above about 30%, passing the limit was not always enough;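 further: 0% = neutral control wells and 100% = positive control wells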
CAL PDZ FP-2: inhibitors of human CAL PDZ peptide binding; actives 0.02% (n = 330,000); inhibition, % at 20 µM; AID 504414; Q9HD26; purified CAL PDZ, TMR-peptide fluorescence polarization, 1 h;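 active means highest replicate inhibition of at least 40%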;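 further: plate controls were DMSO neutral control wells for no effect and unlabeled competitor peptide control wells for full effect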
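Test system: purified CerCALP PDZ construct; Compound dosing: one concentration, 20 µM compound; Also added: TMR-labelled reporter peptide T*-PRC34 bound in PDZ groove; Read-out: inhibition from polarization loss; Controls: unlabelled peptide and DMSO controls; Signal: FP readout, S and P plane fluorescence; Incubation: 1 h at RT.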
Numbers without * were called inactive.

Screening CN(C)c1ccc(/C=C(\Cl)c2nc3ccccc3s2)cc1 returned CAL PDZ FP-1 7, Tat transport -8, SR-BI HDL uptake -6, SR-BI DiI-HDL act 6, MITF act -44, AddAB inh 2.0, Ecoli viability 0.7 and CAL PDZ FP-2 -0.2.
`COc1ccccc1N1CCN(C(=O)C2CCN(S(=O)(=O)c3ccc(C)cc3)CC2)CC1` gave CAL PDZ FP-1 5, Tat transport 4, SR-BI HDL uptake 4, SR-BI DiI-HDL act -4, MITF act 3, phage Ecoli inh 3.4, AddAB inh 1.3, Ecoli viability -1.9, Wnt bcat act -1 and CAL PDZ FP-2 0.2.
Screening COc1ccc(/C=C/C(=O)c2c(O)c(OC)c3occc3c2OC)cc1 returned CAL PDZ FP-1 -5, Tat transport -6, SR-BI HDL uptake 37, SR-BI DiI-HDL act -37, MITF act 22, phage Ecoli inh 0.1, Wnt bcat act 0 and CAL PDZ FP-2 2.2.
For O=C(NC1CCCC1)C(c1ccccc1F)N(C(=O)c1ccco1)C1CCCC1 (centres undefined) the results were CAL PDZ FP-1 -2, Tat transport -1, SR-BI HDL uptake -31, SR-BI DiI-HDL act 31, MITF act -4, phage Ecoli inh 2.6, AddAB inh 1.4, Ecoli viability 4.4 and CAL PDZ FP-2 -0.1.
`CCc1ccc(NC(=O)CSc2nc3c(c(=O)n(C)c(=O)n3C)n2C)cc1` gave CAL PDZ FP-1 -1, Tat transport -4, SR-BI HDL uptake 2, SR-BI DiI-HDL act -2, MITF act -7, phage Ecoli inh 1.8, AddAB inh 3.8, Ecoli viability -1.2, Wnt bcat act 0 and CAL PDZ FP-2 0.0.
`NS(=O)(=O)c1ccc(CNC(=O)c2ccccn2)cc1` gave CAL PDZ FP-1 1, Tat transport -3, MITF act 4, phage Ecoli inh 5.7, AddAB inh 0.9, Ecoli viability 0.9, Wnt bcat act 0 and CAL PDZ FP-2 -2.7.
Cc1ccc(S(=O)(=O)N2CCCC2)cc1C(=O)NCc1ccccc1CN1CCCC1 was read as CAL PDZ FP-1 -2, Tat transport -5, SR-BI HDL uptake -18, SR-BI DiI-HDL act 18, MITF act 6, phage Ecoli inh 0.1, AddAB inh 1.8, Ecoli viability 0.3, Wnt bcat act -3 and CAL PDZ FP-2 -1.1.
Screening O=C(c1cccc(Cl)c1)N1CCC2(CC1)NCCc1[nH]cnc12 returned CAL PDZ FP-1 12, Tat transport -12, SR-BI HDL uptake -6, SR-BI DiI-HDL act 6, MITF act -1, phage Ecoli inh 1.4, AddAB inh 2.5, Ecoli viability -0.5, Wnt bcat act -1 and CAL PDZ FP-2 -1.1.
CCn1c(C(=O)N2CCC(C(=O)NCCCSC3CCCCC3)CC2)cc2sccc21 was read as CAL PDZ FP-1 -4, Tat transport 1, SR-BI HDL uptake 29, SR-BI DiI-HDL act -29, MITF act -3, phage Ecoli inh 2.4, AddAB inh 0.0, Ecoli viability -4.1, Wnt bcat act 2 and CAL PDZ FP-2 0.5.
`CC(=O)Nc1cccc(NS(=O)(=O)c2cccc3nsnc23)c1` gave CAL PDZ FP-1 -7, Tat transport -3, SR-BI HDL uptake 3, SR-BI DiI-HDL act -3, MITF act -2, phage Ecoli inh 1.7, AddAB inh 0.9, Ecoli viability 0.8 and CAL PDZ FP-2 -0.3.
`COc1ccccc1CCC(=O)Nc1cc(S(=O)(=O)N2CCCCC2)ccc1N1CCN(C)CC1` gave CAL PDZ FP-1 1, Tat transport 11, SR-BI HDL uptake -11, SR-BI DiI-HDL act 11, MITF act 19, phage Ecoli inh 3.2, AddAB inh -2.6, Ecoli viability 1.0, Wnt bcat act -1 and CAL PDZ FP-2 -2.2.
`Cc1nn(-c2ccccc2)c2sc(C(=O)N(Cc3ccco3)C(C)C(=O)NC(C)(C)C)cc12` (centres undefined) gave CAL PDZ FP-1 -3, Tat transport 9, SR-BI HDL uptake 57, SR-BI DiI-HDL act -57, phage Ecoli inh 0.9, AddAB inh 0.4, Ecoli viability 1.4, Wnt bcat act -2 and CAL PDZ FP-2 0.4.
Screening Cc1cc(C)cc(NC(=O)CCN2CC(C)OC(C)C2)c1 (centres undefined) returned CAL PDZ FP-1 -3, Tat transport 2, SR-BI HDL uptake 2, SR-BI DiI-HDL act -2, MITF act -11, phage Ecoli inh 1.4, AddAB inh -1.5, Ecoli viability 0.1, Wnt bcat act -1 and CAL PDZ FP-2 -1.2.
For Nc1nonc1-c1nc2ccccc2n1Cc1ccc(F)cc1 the results were CAL PDZ FP-1 -3, Tat transport -6, SR-BI HDL uptake 0, SR-BI DiI-HDL act 0, phage Ecoli inh 3.5, AddAB inh 1.4, Ecoli viability -0.1, Wnt bcat act 1 and CAL PDZ FP-2 -2.1.
Screening Cc1ccc(C)c(N2C(=O)CS/C2=N\NC(=O)c2ccccc2Cl)c1 returned CAL PDZ FP-1 -3, Tat transport -3, SR-BI HDL uptake 4, SR-BI DiI-HDL act -4, MITF act 25, phage Ecoli inh 0.2, AddAB inh 0.8, Ecoli viability -1.1 and CAL PDZ FP-2 -0.2.
Screening O=C(Nc1cc2c3c(c1)CC(=O)N3CCC2)c1ccc(Cl)cc1 returned CAL PDZ FP-1 14, Tat transport 9, SR-BI HDL uptake 79*, SR-BI DiI-HDL act -79, MITF act 31, phage Ecoli inh 4.8, AddAB inh -0.1, Ecoli viability -0.4, Wnt bcat act 8 and CAL PDZ FP-2 -0.9.
For CCCCC(CC)COC(=O)CCCCC(=O)OCC(CC)CCCC (centres undefined) the results were CAL PDZ FP-1 -2, Tat transport 11, SR-BI HDL uptake -3, SR-BI DiI-HDL act 3, MITF act -2, phage Ecoli inh -0.3, AddAB inh 0.5, Ecoli viability 0.5, Wnt bcat act -2 and CAL PDZ FP-2 -0.2.
For O=C(O)CCc1ccc(-c2ccc(Br)cc2)n1-c1ccc(O)cc1 the results were CAL PDZ FP-1 1, Tat transport -7, SR-BI HDL uptake 12, SR-BI DiI-HDL act -12, MITF act -8, phage Ecoli inh 1.2, Wnt bcat act 1 and CAL PDZ FP-2 -1.2.
Cc1cc(NC(=O)CSc2nc(-c3ccccc3Cl)nc3c2c(=O)n(C)c(=O)n3C)no1 was read as CAL PDZ FP-1 -2, Tat transport -10, SR-BI HDL uptake 60, SR-BI DiI-HDL act -60, MITF act -8, phage Ecoli inh 1.2, AddAB inh 0.7, Ecoli viability 0.2, Wnt bcat act -1 and CAL PDZ FP-2 -0.9.
For c1ccc(-c2cncnc2)nc1 the results were CAL PDZ FP-1 -9, Tat transport -4, SR-BI HDL uptake -24, SR-BI DiI-HDL act 24, MITF act -5, phage Ecoli inh 3.4, AddAB inh 2.7, Ecoli viability 2.4, Wnt bcat act -2 and CAL PDZ FP-2 1.0.

Molecules above that contain two or more sulfur atoms:
CCn1c(C(=O)N2CCC(C(=O)NCCCSC3CCCCC3)CC2)cc2sccc21 was read as CAL PDZ FP-1 -4, Tat transport 1, SR-BI HDL uptake 29, SR-BI DiI-HDL act -29, MITF act -3, phage Ecoli inh 2.4, AddAB inh 0.0, Ecoli viability -4.1, Wnt bcat act 2 and CAL PDZ FP-2 0.5.
`CC(=O)Nc1cccc(NS(=O)(=O)c2cccc3nsnc23)c1` gave CAL PDZ FP-1 -7, Tat transport -3, SR-BI HDL uptake 3, SR-BI DiI-HDL act -3, MITF act -2, phage Ecoli inh 1.7, AddAB inh 0.9, Ecoli viability 0.8 and CAL PDZ FP-2 -0.3.

Later entries:
For CN1C(=O)C(C)(C)c2cc(S(=O)(=O)N3CCN(c4ccccc4F)CC3)ccc21 the results were CAL PDZ FP-1 5, Tat transport 2, SR-BI HDL uptake -16, SR-BI DiI-HDL act 16, MITF act -8, phage Ecoli inh 2.5, AddAB inh -3.3, Ecoli viability -3.9, Wnt bcat act -2 and CAL PDZ FP-2 0.0.
C[C@@H]1CC=C[C@@H]2[C@H]1C(=O)N(Cc1ccccc1)[C@H]2c1ccccc1Br was read as CAL PDZ FP-1 4, Tat transport 6, SR-BI HDL uptake -13, SR-BI DiI-HDL act 13, MITF act -1, phage Ecoli inh 3.4, AddAB inh 1.4, Ecoli viability 1.4, Wnt bcat act -2 and CAL PDZ FP-2 0.2.
`CN1CCN(CC(=O)N2N=C(c3cccs3)CC2c2ccco2)CC1` (centres undefined) gave CAL PDZ FP-1 1, Tat transport 1, SR-BI HDL uptake 11, SR-BI DiI-HDL act -11, MITF act -8, phage Ecoli inh 4.2, AddAB inh -0.5, Ecoli viability -1.2, Wnt bcat act -1 and CAL PDZ FP-2 -2.8.
`O=C(NC(=S)Nc1ccccn1)c1cccc([N+](=O)[O-])c1` gave CAL PDZ FP-1 -2, Tat transport -7, SR-BI HDL uptake 5, SR-BI DiI-HDL act -5, phage Ecoli inh 3.2, AddAB inh 3.7, Ecoli viability 0.0, Wnt bcat act 11 and CAL PDZ FP-2 -1.6.
`Cc1ccc(SCCNS(=O)(=O)c2ccc3c(c2)OCCO3)cc1` gave CAL PDZ FP-1 0, Tat transport -4, SR-BI HDL uptake -5, SR-BI DiI-HDL act 5, MITF act -3, phage Ecoli inh 1.0, AddAB inh -1.3, Ecoli viability -2.0 and CAL PDZ FP-2 -1.6.
Screening O=C(CSc1nc2ccc(Cl)cc2o1)NCc1ccc2c(c1)OCO2 returned CAL PDZ FP-1 -1, Tat transport -9, SR-BI HDL uptake -7, SR-BI DiI-HDL act 7, MITF act -11, phage Ecoli inh 3.1, AddAB inh 6.8, Ecoli viability 0.6 and CAL PDZ FP-2 -0.1.
COCCN1CCN(C(=O)C2CCC(=O)N(CCc3cccc(F)c3)C2)CC1 (centres undefined) was read as CAL PDZ FP-1 -5, Tat transport 2, SR-BI HDL uptake -30, SR-BI DiI-HDL act 30, MITF act 7, phage Ecoli inh 1.8, AddAB inh 0.2, Ecoli viability 2.4, Wnt bcat act 2 and CAL PDZ FP-2 -2.3.
Screening Cc1ccc(NC(=O)CSc2nc(NS(=O)(=O)c3ccccc3)cc(=O)[nH]2)cc1 returned CAL PDZ FP-1 1, Tat transport -5, SR-BI HDL uptake -7, SR-BI DiI-HDL act 7, AddAB inh -0.5, Ecoli viability -1.1 and CAL PDZ FP-2 -0.7.
For Cc1cccc(Nc2c([N+](=O)[O-])ccc3nonc23)c1 the results were CAL PDZ FP-1 2, Tat transport 4, SR-BI HDL uptake -10, SR-BI DiI-HDL act 10, MITF act -7, phage Ecoli inh 1.8, AddAB inh 0.2, Ecoli viability 0.5, Wnt bcat act -2 and CAL PDZ FP-2 -1.5.
O=C(NC(=S)NNC(=O)c1ccco1)c1ccc(Br)cc1 was read as CAL PDZ FP-1 -4, Tat transport -2, SR-BI HDL uptake -14, SR-BI DiI-HDL act 14, MITF act 1, phage Ecoli inh 3.8, AddAB inh 0.0, Ecoli viability -1.9, Wnt bcat act 0 and CAL PDZ FP-2 -1.9.
`C[C@H](C(=O)CC(=O)OC(C)(C)C)[C@H](O)c1ccccc1` gave CAL PDZ FP-1 -6, Tat transport 1, SR-BI HDL uptake -29, SR-BI DiI-HDL act 29, MITF act 5, phage Ecoli inh 4.6, AddAB inh 0.8, Ecoli viability -0.3, Wnt bcat act -1 and CAL PDZ FP-2 0.0.
